MDM2 E3 inh: Mdm2 E3 ligase (human) inhibition | Q00987 | cell-based MDM2 ubiquitination luciferase reporter, 2 h; 0 = plate control, 100 = twice control, blank-subtracted | signal enhancement, % at 5 µM | hit rate 0.11% among 210,000 | AID 1230;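 active means signal enhancement of 30% or more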;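 further: luminescence tracks abundance of the self-degrading MDM2-luciferase fusion protein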
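Material: Stable MDM2–luciferase fusion reporter cells | Amount: 2000 cells seeded into each well | Dosing: One concentration, 5 µM, with 0.2% DMSO | Incubation: 4 h cell settling then 2 h compound exposure, 37 °C | Measured by: Luciferase luminescence | Read-out basis: % enhancement relative to plate controls after blank subtraction | Benchmarks: Control and blank well means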
zfTRPN1 agonist: activates the zebrafish TRPN1 channel; hit rate 0.18% among 220,000; HEK293 zebrafish TRPN1-YFP, Fluo-8 calcium fluorescence; 100% = response to 87 µM carbachol; AID 1424; activation, % at 3 µM;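 active means activation above its plate's cutoff, the mean activation of test wells on that plate plus 3 SD, cut at about 19% in these data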;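 further: 0% = DMSO alone and 100% = 87 µM carbachol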
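Material: zebrafish TRPN1-YFP in HEK293 cells; Doses: single test compound dose, 3 µM nominal, 0.3% DMSO; Timing: dye loading 1 h at 37 °C, then 30 min room temperature; Technique: intracellular calcium fluorescence with Fluo-8; Benchmarks: high carbachol 87 µM, low DMSO alone.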
TRPML3 ag: activates the human TRPML3 channel; Q8TDD5; HEK293 TRPML3-YFP, Fluo-8 calcium fluorescence; 100% = the carbachol control signal; activation, % at 3 µM; hit rate 0.29% among 220,000; AID 1448;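 active means activation above its plate's cutoff, the mean activation of the plate's test wells plus 3 SD, cut at about 12% in these data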;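 further: 0% = DMSO only wells and 100% = carbachol wells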
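Material: HEK293 cells stably carrying human TRPML3-YFP; compound dosing: single dose, 3 µM final nominal compound, 0.3% DMSO final; incubation: 1-h 37 °C dye load, 5-s basal, 120-s post-compound reads; technique: Fluo-8 intracellular calcium fluorescence, excitation 470-495 nm, emission 515-575 nm; read-out basis: percent activation from peak-to-basal fluorescence ratio, scaled between DMSO and carbachol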
Runt-SMMHC FRET: inhibitors of human RUNX1 Runt domain binding to CBFb-SMMHC; Q01196+Q13951; Cerulean-Runt/Venus-CBFb-SMMHC FRET ratio 530/480, 1 h; inhibition, % at 20 µM; hit rate 0.74% among 220,000;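 active means mean inhibition across duplicate retests at 20 µM reaching about 50%, limit read from the data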;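 further: 0% = DMSO wells and 100% = wells with excess untagged CBFb-SMMHC; inhibitors lower the FRET ratio by blocking Runt binding to CBFb-SMMHC; some results filed as inactive read as strong as hits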
Target sequence (Q01196 whole entry, looked up, the tested form may be a part): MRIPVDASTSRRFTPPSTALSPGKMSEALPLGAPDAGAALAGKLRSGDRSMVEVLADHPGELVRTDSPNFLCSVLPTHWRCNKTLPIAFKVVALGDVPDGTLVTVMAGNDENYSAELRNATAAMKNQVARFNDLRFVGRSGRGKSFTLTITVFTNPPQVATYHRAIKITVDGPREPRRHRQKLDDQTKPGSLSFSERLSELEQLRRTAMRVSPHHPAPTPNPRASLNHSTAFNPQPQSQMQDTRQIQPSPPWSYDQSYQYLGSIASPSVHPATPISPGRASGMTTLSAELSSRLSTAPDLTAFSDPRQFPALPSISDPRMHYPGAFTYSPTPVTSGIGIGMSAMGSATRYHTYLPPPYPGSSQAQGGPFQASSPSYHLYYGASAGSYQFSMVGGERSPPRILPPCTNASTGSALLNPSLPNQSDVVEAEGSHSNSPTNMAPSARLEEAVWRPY
Target sequence (Q13951 whole entry, looked up, the tested form may be a part): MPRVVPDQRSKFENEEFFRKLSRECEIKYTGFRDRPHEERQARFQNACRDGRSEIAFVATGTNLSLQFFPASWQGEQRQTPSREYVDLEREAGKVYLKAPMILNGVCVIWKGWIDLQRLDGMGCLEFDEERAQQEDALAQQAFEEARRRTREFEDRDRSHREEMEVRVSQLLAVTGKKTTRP
p47phox inh: blocks human p47phox regulatory protein of NADPH oxidases. AID 1274. hit rate 0.53% among 220,000. inhibition, % at 24.7 µM. p47phox/p22phox peptide binding, fluorescence polarization, 2 h. P14598;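 active means inhibition above about 30%, limit read from the data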;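 further: 0% = p47phox with labelled peptide and 100% = labelled peptide alone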
Target sequence (P14598 whole entry, looked up): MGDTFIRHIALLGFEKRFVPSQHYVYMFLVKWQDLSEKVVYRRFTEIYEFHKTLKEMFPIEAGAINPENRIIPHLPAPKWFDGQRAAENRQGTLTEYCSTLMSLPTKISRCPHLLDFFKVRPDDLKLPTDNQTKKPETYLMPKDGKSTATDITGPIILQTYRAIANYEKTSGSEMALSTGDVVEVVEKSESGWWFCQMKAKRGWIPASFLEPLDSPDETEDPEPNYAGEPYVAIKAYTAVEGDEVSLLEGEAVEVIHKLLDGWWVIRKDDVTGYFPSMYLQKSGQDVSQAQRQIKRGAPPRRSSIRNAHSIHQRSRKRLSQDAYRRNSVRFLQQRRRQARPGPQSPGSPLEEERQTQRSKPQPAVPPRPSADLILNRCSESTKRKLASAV
TNF death inh: inhibitors of TNF-alpha induced necroptosis in Jurkat FADD-/- cells. hit rate 0.068% among 220,000. activation (protection from cell death), % at 10 µM. Jurkat FADD-/- TNF necroptosis rescue, ATP luminescence, 24 h; 0 = TNF only, 100 = no-TNF cells;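 active means activation, meaning protection from cell death, of at least 50% relative to plate controls; inactive means activation below 50%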;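 further: necroptosis triggered by 40 ng/mL TNF-alpha added together with compound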
EBV gp42 inh: EBV gp42 inhibition; Q1HVG2; Fluorescence polarization binding assay, mP read-out; inhibition, % (tested at 21.74 µM); hit rate 0.42% among 220,000; in the data active means inhibition above about 50%
CHOP inh: blocks CHOP induction under ER stress; CHO-K1 CHOP-promoter luciferase, tunicamycin-induced, 15-18 h; hit rate 3.8% among 220,000; inhibition, % at 10 µM;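 active means compounds that reduced the stress-induced luciferase reporter signal by more than about 70% of percent inhibition, limit read from the data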;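 further: 0% = tunicamycin plus vehicle and 100% = wells without tunicamycin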
PPC-1+TRAIL kill: PPC-1 cancer cell killing with TRAIL present; PPC-1 cells + TRAIL, ATPLite viability luminescence; cell killing (% activity), % at 4 µM; hit rate 0.41% among 220,000; AID 1443;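 active means cell killing above 50% in the first pass at 4 µM, then a duplicate retest at 5 µM averaging 50% or more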;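 further: plate controls were cells with TRAIL plus DMSO for no effect and medium-only wells lacking cells for full effect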
* = called active by the depositor; x = no result given.

SMILES	MDM2 E3 inh	zfTRPN1 agonist	TRPML3 ag	Runt-SMMHC FRET	p47phox inh	TNF death inh	EBV gp42 inh	CHOP inh	PPC-1+TRAIL kill
Fc1cccc(Cn2cc(C(=S)N3CCCCC3)c3ccccc32)c1	-15	1.0	0.9	0	-10	-3.0	-5	7	2
COc1cccc(NC(=S)NNC(=O)CCn2cc([N+](=O)[O-])cn2)c1	-21	0.7	-0.6	-1	-4	-0.7	-16	-11	-6
O=C(c1ccc(S(=O)(=O)NCC2CCCO2)cc1)N1CCc2ccccc21 (centres undefined)	-20	7.6	3.3	-4	-14	-4.3	-26	6	9
Cc1cc(C)cc(OCCNS(=O)(=O)c2cccs2)c1	-13	-2.2	-1.6	0	-3	0.4	2	4	6
COCCCNCC(=O)Nc1sc(C)c(C)c1C(=O)OC	x	-1.3	-0.6	1	-8	1.6	-2	19	-13
Cc1ccccc1NC(=O)Nc1ccc(C(F)(F)F)cc1	-2	18	8.6	1	1	2.6	2	8	3
Cc1ccc(S(=O)(=O)N(C)C)cc1NC(=S)NC1CCCC(C)C1C (centres undefined)	-6	4.6	1.2	4	-6	0.3	-7	15	22
CC1(C)CC(=O)C2=C(C1)OC(N)=C(C#N)C2C1C=CCCC1 (centres undefined)	-18	-1.1	0.4	0	-12	-1.8	1	33	-3
CS(=O)(=O)N(CCc1ccccc1)CC(=O)Nc1ccccc1	13	3.3	1.4	1	-8	0.2	-20	-11	15
Cc1cccc(NC(=O)C2CCN(S(=O)(=O)c3c(C)[nH]c(=O)[nH]c3=O)CC2)c1	-2	0.0	0.9	-2	-2	-0.2	3	29	29
Cn1c(=O)c2c(nc(NCc3ccco3)n2CC(O)CO)n(C)c1=O (centres undefined)	6	1.0	0.9	1	4	0.9	-7	45	17
C/C=C(/C)C(=O)OC1c2c(ccc3ccc(=O)oc23)OC(C)(C)C1OC(C)=O (centres undefined)	-3	6.2	4.1	0	-5	-3.1	-20	12	25
O=C1OCCC1Sc1nc2cc(Cl)ccc2s1 (centres undefined)	-6	-1.8	-0.2	-1	-9	2.7	-10	18	0
CC(=O)C1=C(O)CCC1=N	-13	1.9	0.9	4	-8	2.1	-10	-10	22
O=C(CC(c1ccccc1)c1ccccc1)NCC1CCCO1 (centres undefined)	-3	0.3	-0.2	3	5	-1.1	-13	19	11
O=C1NC(=O)/C(=C\c2ccsc2)N1	-10	-0.9	0.6	3	-1	1.2	4	-10	-28
CC(C)NC(=O)C1CCN(C2CCN(C(=O)Cc3ccc4c(c3)OCO4)CC2)CC1	-4	0.2	-0.2	-2	-6	0.5	-8	5	4
CC1CCCN(S(=O)(=O)c2ccc(C(=O)Nc3ccccc3-c3nc4ccccc4[nH]3)cc2)C1 (centres undefined)	x	2.5	0.3	-3	-21	7.6	-15	39	11
Cc1[nH]c(=O)[nH]c1C(=O)CCCCC(=O)OCC(=O)Nc1ccccn1	3	1.0	-0.8	4	0	0.2	3	38	6
c1ccc(Oc2ncnc3sccc23)cc1	-3	0.0	0.2	-4	x	1.1	-1	31	11
CC(=O)c1sc(C(C)(C)C)cc1NC(=O)c1ccccc1C(=O)O	-15	1.7	1.1	0	1	0.8	-1	0	-23
COC(=O)CC1SC(=O)NC1=Nc1ccc(C)cc1 (centres undefined)	-2	-0.2	0.8	1	-3	0.7	-15	-7	-6
CCOC(=O)c1cc2c(nc1NC(=S)NCc1ccccc1)CCCC2	-7	-0.1	0.6	0	-7	-0.1	-10	26	19
COc1cccc(NC=C2C(=O)OC(C)(C)OC2=O)c1	1	1.3	0.9	3	-7	-1.7	-26	8	-24
COc1ccnc(N=CNOCc2cccc(Cl)c2Cl)c1C#N	-11	-1.2	0.4	-3	-10	-0.3	-16	-13	3
CCCc1cc(C(=O)OC)c(NC(=O)OCC)s1	2	0.6	1.2	-3	-13	-2.0	-6	74*	0
COC(=O)CCC/C=C1/SCC(NC(=O)c2ccccc2)C1O (centres undefined)	-3	-0.1	0.6	-2	-11	-2.1	-12	1	-22
Cc1cc(OCC(=O)N2CCCC2)ccc1Cl	8	-0.2	0.6	-2	3	2.6	-18	7	4
COc1ccc(Cc2noc(CN(C)CCc3ccccc3)n2)cc1OC	-19	0.3	0.4	-6	-6	0.3	-9	17	18
O=C(Nc1ccc(OC(F)(F)F)cc1)Oc1ccccc1N1CCCCC1	-6	6.2	1.0	-3	-14	3.7	3	28	24
Nc1cccc([N+](=O)[O-])c1	x	0.3	0.6	0	-11	-0.1	-14	4	-3
COc1ccc(C(=O)Nc2cc(Cl)ccc2OC(=O)c2ccc(OC)cc2)cc1	-12	-0.2	0.1	0	-61	-8.6	-20	1	28
O=C(N/N=C/c1cc(Cl)cc(Cl)c1O)c1ccncc1	-12	24*	8.9	-39	6	-15	57*	75*	0
Cn1c(CNc2cccc(Cl)c2)nnc1SCC#N	-21	-0.4	1.4	4	-16	0.8	0	16	15
N#Cc1ccc(-c2ccc(F)cc2)nc1Sc1ccc(F)cc1	-6	-0.8	0.4	-1	-3	-0.9	-12	30	0
COc1ccccc1-c1nc2n(n1)C(c1ccc(Cl)cc1)C(C(N)=O)=C(C)N2 (centres undefined)	0	0.2	0.3	-6	-3	-1.1	-19	27	7
Cc1ccc(/C=N/NC(=S)NC(C)C)o1	-3	-0.7	-0.1	-2	-4	2.0	-9	-10	24
Cc1ccc(-c2ccc3nnc(SCC(=O)NCC4CCCO4)n3n2)cc1 (centres undefined)	-24	-2.8	-0.2	-3	1	-0.6	3	48	16
O=C(c1cc(-c2cccs2)on1)N1CCc2ccccc2C1	5	-0.8	-0.2	0	-8	-1.2	-8	41	14
Cn1c(=O)oc2cc(S(=O)(=O)NCCC(=O)NCCc3ccccc3)ccc21	-3	0.3	0.4	-2	-10	2.1	-5	30	24
CC(C)(C)NC(=O)C(c1ccccn1)N(C(=O)C1CSC(=O)C1)c1ccc(F)cc1 (centres undefined)	-5	-0.3	0.3	-2	-2	-0.9	-9	22	18
CC(=O)c1ccc(NC(=S)N2C(C)CCCC2C)cc1 (centres undefined)	-2	0.5	0.1	4	-8	-2.3	0	17	4
O=C(C1=C[C@H](c2ccc(C(F)(F)F)cc2)C[C@H](OCc2ccc(CO)cc2)O1)N1CCCCCCC1	x	2.8	0.8	-5	x	2.5	-10	-2	3
Cc1ccc(-c2c[n+](Cc3ccc(Cl)c(Cl)c3)c3n2CCC3)cc1	-14	-0.4	0.6	-4	-14	3.1	-17	-12	29
CC1(C)Cc2nc3nc(SCC(=O)NCc4ccccc4)n(-c4ccccc4)c(=O)c3cc2CO1	8	2.2	0.5	0	-3	-7.9	-13	28	-1
CCOC(=O)N1CCN(CC(O)COCc2ccccc2)CC1 (centres undefined)	-9	0.6	0.4	-11	-18	-0.4	-15	14	2
COc1ccc(/C=N/NC(=O)C(N)=O)c(OC)c1OC	-16	1.6	0.8	-2	8	0.2	-1	15	22
CC(C)(C)c1cc(NC(=O)c2cccc([N+](=O)[O-])c2)no1	-34	1.3	0.6	-2	-4	0.4	-11	-1	17
Cc1c(Cl)cccc1NC(=O)C1CCCCC1	-7	0.1	0.4	-1	-5	-0.1	-3	0	-1
COc1ccc(CCNC(=O)CCc2ccc(S(=O)(=O)NC(C)C)cc2)cc1OC	9	0.6	0.2	0	-11	-0.2	-14	5	31
O=C(COc1ccc(Cl)cc1Cl)N/N=C/c1ccc(OC2OC(CO)C(O)C(O)C2O)cc1 (centres undefined)	-5	1.2	-0.1	1	-8	0.8	-14	28	0
COc1ccc(/C=C/c2ccncc2)cc1OC	x	0.9	0.0	-6	-1	-4.7	-17	-19	20
Cc1ccc(N(Cc2ccc(C(=O)NCCSc3ccccn3)cc2)S(C)(=O)=O)cc1C	-12	-0.5	1.6	3	-7	-1.3	0	28	17
Cc1cnc(NC(=O)c2ccccn2)s1	-31	-0.4	0.3	2	-4	-0.5	-4	9	40
COc1ccc(C(=O)c2c[nH]c(C(=O)NCc3cccnc3)c2)cc1	-10	1.0	0.4	2	0	-4.1	-10	13	-1
CN(C)CCCO/N=C(\c1ccccc1)c1ccncc1	-5	-1.4	0.1	-2	-17	1.6	-5	14	22
CCCCN1C(=O)Nc2ccccc2S1=O (centres undefined)	-19	-1.1	0.1	-3	8	1.0	9	-28	-10
Cc1nnc(SCc2ccc([N+](=O)[O-])cc2)o1	-12	-2.4	-0.5	0	-1	16	-4	0	-9
Cc1ccc(C)c(C(=O)Nc2cc(C)nn2-c2nc(C)cc(C)n2)c1	-2	0.0	0.6	-1	-3	-1.7	2	40	8
Cc1nnc(N2CCc3ccccc3C2)[nH]c1=O	-7	3.0	0.9	-4	-3	-1.1	-6	-1	25

Single values from above.
Under CHOP inh, `CN(C)CCCO/N=C(\c1ccccc1)c1ccncc1` shows 14
Under PPC-1+TRAIL kill, `COc1ccc(/C=N/NC(=O)C(N)=O)c(OC)c1OC` shows 22
Under TNF death inh, `CC(C)(C)c1cc(NC(=O)c2cccc([N+](=O)[O-])c2)no1` shows 0.4
Under Runt-SMMHC FRET, `CCOC(=O)N1CCN(CC(O)COCc2ccccc2)CC1` (centres undefined) shows -11

Further entries.
SMILES	MDM2 E3 inh	zfTRPN1 agonist	TRPML3 ag	Runt-SMMHC FRET	p47phox inh	TNF death inh	EBV gp42 inh	CHOP inh	PPC-1+TRAIL kill
CN(C)CCCN(C(=O)CCc1ccccc1)c1nc2ccc(F)cc2s1	-9	1.0	2.0	3	-87	4.2	0	18	23
O=S(=O)(NCc1ccccc1)c1ccccc1Br	-15	x	x	-2	-8	0.6	-16	8	11
Cc1ccc(S(=O)(=O)N(CCO)c2cc3c(s2)CCCC3)cc1	-1	-2.7	-0.2	-2	-14	1.9	-2	19	-1
CCNC(=O)NC(=O)C(C)Sc1nc2cc(C(=O)OC)ccc2c(=O)n1-c1ccccc1 (centres undefined)	-16	0.1	0.2	-1	-7	-1.6	-7	-4	4
CNC(=O)c1nn(-c2ccccc2)ccc1=O	-6	2.0	0.6	4	-11	-2.4	-8	-20	15
CC(C)Cc1nnc(NS(=O)(=O)Cc2ccccc2)s1	-7	0.8	-0.1	-5	-7	-2.0	-3	24	35
COc1ccc(CN2C(=O)c3cccnc3C2Nc2ccc(OC)c(Cl)c2)cc1 (centres undefined)	-8	0.6	0.1	-1	-3	0.5	2	5	-14
COC(=O)c1ccc(OCC(O)CN(CCO)CC(O)Cn2ccc3ccccc32)cc1 (centres undefined)	-9	2.0	0.5	1	-5	3.4	-2	7	23

Only Runt-SMMHC FRET and PPC-1+TRAIL kill, for 2 of the compounds above:
Structure	Runt-SMMHC FRET	PPC-1+TRAIL kill
COC(=O)c1ccc(OCC(O)CN(CCO)CC(O)Cn2ccc3ccccc32)cc1 (centres undefined)	1	23
Cc1ccc(S(=O)(=O)N(CCO)c2cc3c(s2)CCCC3)cc1	-2	-1
